Compound activity deposited in PubChem by several laboratories.
S1P1 ag-PAM: S1P1 agonists and agonism potentiators, primary screen, cell-based, primary and confirmation screens, CRE-bla reporter. S1P1 CRE-bla cells, forskolin, beta-lactamase FRET, potentiator mode; S1P1 agonist co-added at EC20, 2 nM; 100% = saturating reference agonist, 0% = basal. activation, % at 9.5 µM. hit rate 0.57% among 56,000. AID 449, 2006;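 active means activation above a cutoff set at the mean activation of all tested compounds plus 3 SD, cut at about 54% in these data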;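 further: forskolin at 4 µM as EC80 and the EC20 agonist is SEW2871; 100% = SEW2871 at its EC100 plus forskolin at EC80; some compounds past the cut are filed as inactive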
Jurkat viability: cytotoxicity toward Jurkat T cells, primary screen, cytotoxicity control, cell-based, Jurkat E6.1, 60K MLSMR library. hit rate 1.2% among 56,000. Jurkat E6.1 viability, ATP luminescence, 48 h. inhibition, % at 4 µM. AID 463, 2006;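 active means inhibition above the mean inhibition of all tested compounds plus 3 SD, cut at about 28% in these data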
M1 agonist: M1 muscarinic receptor agonists, primary screen, CHO-M1 cells, Fluo-4 calcium, agonist mode; Muscarinic acetylcholine receptor M1; Fluo-4 calcium fluorescence; active compounds read high; B-score at 10 µM; hit rate 3% among 64,000;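 active means fluorescence rise, raw or as B-score row- and column-corrected plate score, outside the 99.7% band of its plate's samples, either direction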
HTR1E agonist: 5-HT1E receptor agonists, primary screen, cell-based, HTS; CHO 5-HT1E Ga15 NFAT-bla reporter, FRET; 0% DMSO wells, 100% control agonist wells; activation, % at 6 µM; hit rate 0.69% among 65,000; AID 574, 2007;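 active means activation above a set limit, the screen-wide mean activation plus 3 SD, cut at about 8.5% in these data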;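 further: 100% = positive control agonist at 1 µM giving full maximal response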
S1P3 ag: human S1P3 receptor agonists, primary screen, cell-based, primary and confirmation, NFAT-BLA reporter; Sphingosine 1-phosphate receptor 3 (Homo sapiens), Q99500; S1P3 NFAT-BLA reporter cells, agonism, FRET ratio; relative to 1 µM S1P, basal subtracted; activation, % at 4.5 µM; hit rate 0.1% among 60,000; AID 373, 2006;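 active means activation above the screen-wide mean plus 3 SD, cut at about 4.5% in these data, passing the limit was not always enough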; further: some compounds called inactive have numbers as strong as hits
Target sequence (Q99500 whole entry, looked up): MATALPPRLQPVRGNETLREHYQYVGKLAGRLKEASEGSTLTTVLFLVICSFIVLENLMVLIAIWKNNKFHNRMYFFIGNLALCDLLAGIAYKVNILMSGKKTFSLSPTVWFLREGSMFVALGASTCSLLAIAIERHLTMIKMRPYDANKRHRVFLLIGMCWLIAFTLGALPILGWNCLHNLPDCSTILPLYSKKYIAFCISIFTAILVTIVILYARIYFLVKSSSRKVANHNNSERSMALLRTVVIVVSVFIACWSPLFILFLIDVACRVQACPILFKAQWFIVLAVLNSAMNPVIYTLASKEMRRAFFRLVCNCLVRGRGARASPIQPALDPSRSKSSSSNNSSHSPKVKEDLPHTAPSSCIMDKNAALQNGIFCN
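Measure – % activation relative to 1 µM S1P (100%), per plate · System – stable CHO line with human S1P3, Gα16, NFAT-BLA reporter · Timing – cells plated overnight, compound 4 h 37 °C, substrate 2 h RT · Technique – fluorescent BLA substrate, ex 405 nm, em 460/535 nm ratio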
HEK293 NFkB inh: inhibitors of PMA/ionomycin-induced NF-kB reporter, primary screen, antigen receptor NF-kB inhibitor project, cell-based, HEK-293 luciferase reporter, luminescence; HEK-293 NF-kB luciferase reporter; inhibition, % at 3 µM; hit rate 0.21% among 62,000;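 active means inhibition above the mean of all tested compounds plus 3 SD, cut at about 40% in these data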;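 further: 0% = stimulated DMSO wells and 100% = 10 µM reference inhibitor 5653914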
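Material: HEK-293 cells with stable firefly luciferase reporter driven by four HIV NF-kB elements / Also added: PMA plus ionomycin mix as NF-kB-activating stimulus / Compound dosing: 3 µM once, 0.30% DMSO / Times: 1 h pretreatment, 16 h stimulation, 37 °C / Signal: luminescence / Evaluation: per-plate % inhibition versus controls / Benchmarks: DMSO and 10 µM reference inhibitor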
Her2 expr inh: inhibitors of Her2 protein expression, primary screen, SKBR-3 cells, AlphaScreen, 66K library. Receptor tyrosine-protein kinase erbB-2 (Homo sapiens), P04626. SKBR-3 HER2 protein level, 18-24 h; active compounds read low. HER2 level % of control, % at 10 µM. hit rate 0.69% among 65,000;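 active means HER2 level under 5% of the carrier-only control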;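 further: 100% = DMSO carrier and 0% = 500 nM PU-H71 HSP90 inhibitor; lower value means stronger loss of Her2 protein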
5HT1E antag: 5-HT1E receptor antagonists, primary screen, cell-based, HTS | 5-hydroxytryptamine receptor 1E (Homo sapiens), P28566 | CHO 5-HT1E Ga15 NFAT-bla reporter, FRET, antagonist | inhibition, % at 6 µM | hit rate 0.99% among 65,000 | AID 571, 2007;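 active means inhibition above a set limit, the mean inhibition across every tested compound plus 3 SD, cut at about 29% in these data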;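 further: signal is the 460 over 535 nm emission ratio of beta-lactamase substrate; 0% = agonist plus DMSO wells and 100% = wells without agonist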
M1 antag: antagonists of rat M1 muscarinic receptor; CHO-M1 cells, Fluo-4 calcium, ACh EC80 antagonist mode; active compounds read low; hit rate 3.4% among 64,000; Muscarinic acetylcholine receptor M1 (Rattus norvegicus), P08482; B-score at 10 µM;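 active means calcium fluorescence response, raw or row-and-column corrected B-score, differing from the plate sample mean either way at a set confidence level, mostly lower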
Target sequence (P08482 whole entry, looked up): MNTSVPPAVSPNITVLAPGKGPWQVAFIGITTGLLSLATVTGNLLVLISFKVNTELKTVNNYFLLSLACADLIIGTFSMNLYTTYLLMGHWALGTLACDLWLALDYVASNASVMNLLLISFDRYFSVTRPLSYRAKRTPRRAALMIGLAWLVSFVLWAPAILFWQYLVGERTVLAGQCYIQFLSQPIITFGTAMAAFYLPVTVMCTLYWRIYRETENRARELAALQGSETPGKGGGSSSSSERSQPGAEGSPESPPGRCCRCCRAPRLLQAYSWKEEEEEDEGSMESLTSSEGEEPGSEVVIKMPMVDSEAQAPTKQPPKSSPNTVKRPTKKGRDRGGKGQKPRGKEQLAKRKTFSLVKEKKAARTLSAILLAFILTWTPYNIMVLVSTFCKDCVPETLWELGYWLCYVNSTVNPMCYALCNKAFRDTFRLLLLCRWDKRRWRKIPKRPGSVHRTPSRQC
Active calls of the source: *; x = not tested or not shown.

SMILES	S1P1 ag-PAM	Jurkat viability	M1 agonist	HTR1E agonist	S1P3 ag	HEK293 NFkB inh	Her2 expr inh	5HT1E antag	M1 antag
Cc1ccc(SC(C)c2nc(-c3ccncc3)no2)cc1 (centres undefined)	22	4	1	0.0	-0.2	10	110	-9	-0.3
Cc1nc(-c2ccc(C(=O)O)cc2)cs1	-13	-6	-2.2	0.7	0.2	-6	106	9	1.1
COc1ccc(C2(O)CCN(Cc3nnnn3Cc3ccc(C)cc3)CC2)cc1	2	4	-0.47	-0.9	-1.4	-2	100	11	-0.046
CCC(C)NC(=O)C1CCC(=O)N(c2cc(OC)c(OC)c(OC)c2)C1c1ccc(OC)cc1 (centres undefined)	x	x	0.53	0.1	x	18	81	-6	-0.055
CC(C)(C)c1ccc(C(=O)N2CCC(C(=O)NCc3ccncc3)CC2)cc1	7	12	-0.45	-1.5	-0.6	-24	103	13	-0.25
COC(=O)C1=C(N)OC2=C(C(=O)CC(C)(C)C2)C1c1cccs1 (centres undefined)	-4	-1	x	-0.2	-2.2	14	98	-23	x
Cc1ccc(C)c(-c2nc3ccc(N)cc3[nH]2)c1	-8	25	-0.7	-0.1	0.0	16	113	2	0.73
C=CCn1c(=O)/c(=C/c2ccc(C)o2)s/c1=C(/C#N)C(=O)c1ccccc1	6	-8	12*	-0.4	0.0	21	47	3	0.32
Cc1[nH]c(=O)[nH]c(=O)c1CSc1nnc(CCCCCNC(=O)OC(C)(C)C)o1	4	0	1.4	0.5	-0.6	7	86	-8	-0.53
CC(OC(=O)c1cc2sccc2n1C)C(=O)NCCc1ccccc1 (centres undefined)	15	0	1.1	-0.9	0.2	-6	161	-12	-0.057
CC1CCCC(C)N1CCCNC(=O)Cn1cc2c(n1)CCCC2 (centres undefined)	-3	-3	-0.046	0.1	0.0	7	94	8	-0.2
COc1cc(C(=O)Nc2cccc3ncccc23)cc(OC)c1OC	-39	-4	-1.2	0.2	0.0	10	85	5	0.49
CCc1c(O)nc(N2CCN(Cc3ccccc3)CC2)[nH]c1=O	-12	6	0.44	0.8	0.4	8	94	-13	0.02
COC(=O)C(C)NS(=O)(=O)c1ccc(NC(C)=O)cc1 (centres undefined)	-10	4	-0.11	-0.5	-1.3	-9	78	6	-0.066
COc1cc(C(=O)Nc2nccs2)c(Br)c(OC)c1OC	-5	7	2.9*	-0.2	-1.1	17	75	-1	-0.65
Cc1cc(C)c2nc(-c3ccccn3)cc(C(=O)NCc3ccco3)c2c1	18	-4	-2.3	-0.1	-0.7	8	40	-42	0.3
CCN(CC)C(=O)N1CCN(S(=O)(=O)c2ccc(C)c(C)c2)CC1	2	-4	0.51	0.7	0.4	21	113	1	0.83
CC(=O)Nc1ccc(S(=O)(=O)N2C3CCCC2CC(NC(=O)C2CCCCC2)C3)cc1 (centres undefined)	-7	-2	0.0022	-1.4	0.1	13	104	7	1.2
CCc1cccc(C)c1NC(=O)CSc1nnc(-c2cc3cc(Br)ccc3o2)n1CC	-21	-2	-0.75	2.9	-2.0	28	98	-6	-2.8*
CCC(=O)Nc1ccccc1C(=O)N1CCN(Cc2ccccc2)CC1	-10	-4	0.0074	-0.5	-1.1	10	93	-16	0.011
COc1cccc(C2/C(=C(\O)c3c(C)nc4c(C)cccn34)C(=O)C(=O)N2CCCN(C)C)c1OC (centres undefined)	7	-9	0.098	0.3	0.5	-6	100	-9	0.26
CCc1ccc(CCC(=O)Nc2sc3c(c2C#N)CCCC3)o1	x	89*	-0.36	-0.4	20	26	82	53*	-0.26
CCOc1ccc2c(c1)sc(=NC(=O)C1CC1)n2C	x	x	0.084	1.0	x	-14	88	-1	-0.51
CN1CC(=O)N(CC(=O)Nc2ccc(Cl)c(C(F)(F)F)c2)C1=O	0	2	-1.1	-1.1	-0.7	18	109	-3	0.047
CC(C)CCOc1cccc(OCC(=O)N(C)C2CCS(=O)(=O)C2)c1 (centres undefined)	-3	3	-0.22	-0.1	0.0	8	85	2	1.2
Cc1nn(C)c(C)c1S(=O)(=O)N1CCCC(C(=O)N2CCN(c3ccccc3)CC2)C1 (centres undefined)	5	10	-0.74	-0.4	-0.9	-2	96	5	-2.3*
c1ccc(-c2noc(-c3ccc4c(c3)OCO4)n2)nc1	3	41*	-0.27	-0.1	-1.1	41*	100	1	0.25
CCOc1ccccc1CN1CCN(S(=O)(=O)CC)CC1	-12	-6	0.24	-0.9	-0.6	14	107	8	0.42
CC(=O)Nc1c(C(=O)C2CC2)oc2ccccc12	0	-1	0.89	0.1	-0.9	0	82	9	0.25
CCc1nnc(NC(=O)C2CCCN2S(=O)(=O)c2ccccc2)s1 (centres undefined)	x	2	-0.047	0.0	0.3	7	93	-4	0.37
CCOC(=O)c1cc2c(ccn2C)n1CC(=O)N1CCN(c2ccc(F)cc2)CC1	6	9	-0.33	-0.4	-1.2	17	89	5	1.3
COC(=O)c1sc(NC(=O)COc2ccccc2)nc1C	x	x	0.35	-0.2	x	-8	106	6	0.013
Cc1ccccc1NS(=O)(=O)c1ccc(C2CNC(=O)C2)cc1 (centres undefined)	-1	6	0.15	0.9	-0.6	16	120	8	1.3
COC(=O)C1=CN(C)C=C(C(=O)OC)C1c1ccsc1	-43	-4	-0.071	4.3	1.4	1	95	-8	0.89
CCN(CC)C(=O)CSc1nc2ccccc2c(=O)[nH]1	-33	6	0	-0.2	-1.0	16	99	-2	1.3
CN(C(=O)c1cccc(C#N)c1)c1nnc(-c2cnccn2)s1	8	0	2.4	0.1	-0.9	5	85	2	0.15
C=CCn1c(-c2ccc(N)cc2)nc2ccccc21	8	-16	1	-0.8	-0.3	-27	91	-3	-1.6
O=C(NC1CCCCC1)[C@H](O)[C@@H](O)C(=O)NC1CCCCC1	-1	x	-0.79	0.2	-3.2	x	90	-7	0.32
CSc1ncccc1C(=O)OCc1ccccc1F	25	-5	-0.35	1.6	-0.1	-5	115	-3	0.082
CCOc1ccccc1C(=O)N(C)Cc1cc2cc(OC)ccc2[nH]c1=O	-17	3	-1.2	-0.1	0.2	4	62	-3	0.53
CCOC(=O)C1Cn2c(nc3c(c2=O)C(C)(C)Cc2ccccc2-3)S1 (centres undefined)	-8	6	0.3	-0.3	-1.6	3	98	1	0.29
CCOc1cccc(NC(=O)C2CC(=O)N(C)C2)c1 (centres undefined)	x	-5	-0.18	0.6	0.2	-1	95	-4	0.19
CCn1c(=O)cc(OCC(=O)N(C)C2CCCCC2)c2ccccc21	-15	2	0.045	0.3	-0.8	14	118	-7	-0.0094
CCCn1nnnc1SCC(=O)c1ccc2c(c1)OCCO2	0	-5	-0.31	1.4	0.3	5	89	-7	0.73
COC(=O)[C@H](C)NC(=O)Nc1ccc(Oc2ccccc2)cc1	-11	3	-0.043	-0.6	-0.8	5	74	2	0.77
CC1=CC(C)C2C(=O)N(CCC[N+](C)(C)C)C(=O)C2C1 (centres undefined)	-7	-3	0.18	0.5	0.1	14	92	7	-0.71
O=C(CCCN1C(=O)C2C3C=CC(C3)C2C1=O)N1CCN(c2ccccc2)CC1 (centres undefined)	-21	2	-0.13	-0.4	0.1	12	84	-4	-0.52
COc1ccc(N=C(N(C)C)P(=O)(N(C)C)N(C)C)cc1	x	x	-0.25	-0.1	x	3	68	-17	0.73
COc1c(S(=O)(=O)n2nc(C)cc2C)ccc(Cl)c1Cl	-38	-6	0.91	0.5	0.1	12	97	-8	-0.18
O=C1c2ccccc2S(=O)(=O)N1CC(O)Cn1ccc2ccccc21 (centres undefined)	10	-6	-1.2	0.5	0.4	-7	82	-7	-0.14
O=C(/C=N/O)NCCN1CCCCC1	-12	-1	0.22	-0.9	-0.5	3	97	-6	-0.02
C/C(NC1CCCC1)=C(/C#N)C(N)=O	-12	-5	0.16	-0.3	0.2	2	80	-12	-1.2
NC(=O)c1c(NC(=O)Cc2cccs2)sc2c1CCC2	-14	-1	-0.076	-0.5	2.2	1	118	-1	0.01
Cc1ccc(C)c(NC(=O)C2CCC(C)(C(=O)O)C2(C)C)c1 (centres undefined)	x	x	-0.93	0.5	x	15	99	-7	-0.24
CC(NS(=O)(=O)c1ccccc1)C(=O)Nc1ccc(S(N)(=O)=O)cc1 (centres undefined)	-7	-5	0.38	0.2	-0.1	5	104	7	0.011
COc1ccccc1-n1c(SCC(=O)N2CCCCC2)nnc1-c1ccccc1O	35	-3	-1.3	0.5	0.1	13	119	-3	-0.84
CCOC(=O)c1cc2ccc(OC)c(OC)c2c(=O)s1	-32	0	0.18	0.3	0.1	4	74	-3	-0.45
COc1ccc(-c2noc(CCC(=O)NCc3cccnc3)n2)cc1OC	-18	-1	x	0.3	-0.1	3	97	1	x
CC(c1ccc(Br)cc1)N1CC23C=CC(O2)C(C(=O)O)C3C1=O (centres undefined)	-32	-1	2.1	-0.6	-0.5	14	79	1	0.024
CCOc1cccc2cc(-c3csc(NC(=O)CCC(=O)N4CCN(C)CC4)n3)c(=O)oc12	-1	-1	-1.1	-0.8	-1.2	16	15	3	-0.076

Filtered by structure: the compounds so far with a COOH group.
SMILES	S1P1 ag-PAM	Jurkat viability	M1 agonist	HTR1E agonist	S1P3 ag	HEK293 NFkB inh	Her2 expr inh	5HT1E antag	M1 antag
Cc1nc(-c2ccc(C(=O)O)cc2)cs1	-13	-6	-2.2	0.7	0.2	-6	106	9	1.1
Cc1ccc(C)c(NC(=O)C2CCC(C)(C(=O)O)C2(C)C)c1 (centres undefined)	x	x	-0.93	0.5	x	15	99	-7	-0.24
CC(c1ccc(Br)cc1)N1CC23C=CC(O2)C(C(=O)O)C3C1=O (centres undefined)	-32	-1	2.1	-0.6	-0.5	14	79	1	0.024

The listing continues.
SMILES	S1P1 ag-PAM	Jurkat viability	M1 agonist	HTR1E agonist	S1P3 ag	HEK293 NFkB inh	Her2 expr inh	5HT1E antag	M1 antag
COc1ccccc1/C=N/n1cnnc1	-13	-4	0.5	0.1	-1.3	0	90	2	1.4
O=C(NC(=O)c1ccccc1)OCC(F)(F)F	-10	-4	0.0015	-0.2	-1.3	14	73	-7	-0.22
Cc1cc(C)c2c(c1)OC(O)(C(F)F)CC2=O (centres undefined)	-8	-7	x	-0.6	-0.9	22	63	7	x
CCOCCCn1c(=N)c(C(=O)NCc2ccc3c(c2)OCO3)cc2c(=O)n3cccc(C)c3nc21	-33	4	0.41	0.6	-0.6	11	62	-11	-10*
N#CCCN1CCN(CCC#N)CC1	-10	3	0.031	-0.5	-0.1	11	102	0	-0.23
CCCCc1c(C)nc(N)[nH]c1=O	-24	0	-0.7	-0.1	1.1	13	88	-2	0.22
